High-throughput results deposited in PubChem by several laboratories.
Mac1 fbg enh: enhancers of CD11b/CD18 adhesion to fibrinogen, primary screen, K562 cells, luminescence; Integrin beta-2 (Homo sapiens) + Integrin alpha-M (Homo sapiens), P05107+P11215; ATPlite luminescence; activation, % at 10 µM; actives 0.07% (n = 93,000);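 active means 10 µM primary screen giving 50% or more activity, confirmed by 40% or more on retest at that dose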; further: strong numbers were not always called active; reference of the scale not given here
Target sequence (P05107 whole entry, looked up, other chains not shown): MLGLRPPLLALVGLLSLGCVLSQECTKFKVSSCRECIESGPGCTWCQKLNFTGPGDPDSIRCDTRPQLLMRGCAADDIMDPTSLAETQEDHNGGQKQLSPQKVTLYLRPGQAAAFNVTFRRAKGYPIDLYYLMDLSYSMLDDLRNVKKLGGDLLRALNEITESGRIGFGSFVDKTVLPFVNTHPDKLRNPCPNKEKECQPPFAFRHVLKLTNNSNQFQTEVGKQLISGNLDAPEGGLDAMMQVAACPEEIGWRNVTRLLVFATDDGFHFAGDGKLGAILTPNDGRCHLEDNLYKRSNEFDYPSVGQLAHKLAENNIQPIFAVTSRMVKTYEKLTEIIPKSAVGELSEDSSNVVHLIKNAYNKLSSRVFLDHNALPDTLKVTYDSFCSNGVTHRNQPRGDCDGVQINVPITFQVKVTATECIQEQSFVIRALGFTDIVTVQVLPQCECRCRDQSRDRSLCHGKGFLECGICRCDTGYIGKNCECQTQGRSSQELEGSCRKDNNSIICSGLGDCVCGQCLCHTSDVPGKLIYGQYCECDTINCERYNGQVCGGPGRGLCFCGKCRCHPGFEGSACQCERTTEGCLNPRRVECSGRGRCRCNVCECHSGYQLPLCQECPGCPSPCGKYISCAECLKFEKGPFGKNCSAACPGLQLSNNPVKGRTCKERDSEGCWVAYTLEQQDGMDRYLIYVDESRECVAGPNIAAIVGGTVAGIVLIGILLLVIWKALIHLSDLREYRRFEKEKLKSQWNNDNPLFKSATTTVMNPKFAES
ERb coact inh: inhibitors of ERβ-SRC1 coactivator interaction, primary screen, biochemical, TR-FRET, ERβ LBD, SRC-1 peptide. actives 1.3% (n = 86,000). Estrogen receptor beta (Homo sapiens), Q92731. TR-FRET ER-beta LBD / SRC1-Cy5 peptide binding; receptor agonist-loaded with 1 µM estradiol. inhibition, % at 25.6 µM. AID 633, 2007;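 active means compounds whose percent inhibition of the receptor-coactivator binding signal exceeds about 50% in the single-dose screen, limit read from the data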;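 further: 0% = receptor plus peptide wells without compound and 100% = peptide-only wells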
ERa SRC1 pot: enhancers of ERα–SRC-1 coactivator binding, primary screen, biochemical, TR-FRET, ERα LBD, low estradiol. actives 1.3% (n = 86,000). AID 639, 2007. coactivator binding (% of control), % at 25.6 µM. TR-FRET ERalpha-LBD/SRC-Cy5 coactivator binding, 2 h; 100 = basal binding, no effect. Estrogen receptor (Homo sapiens), P03372; in the data active means activity above about 200%;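 further: binding measured in presence of low estradiol as agonist stimulus; 0% = peptide alone without receptor and 100% = receptor with peptide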
CD11b adhes inh: inhibitors of CD11b/CD18 adhesion to fibrinogen, primary screen, K562 cells, luminescence; inhibition, % at 10 µM; Integrin beta-2 (Homo sapiens) + Integrin alpha-M (Homo sapiens), P05107+P11215; actives 0.54% (n = 93,000); ATPlite luminescence; Mn2+ added to activate the integrin;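 active means primary inhibition of 50% or more at 10 µM, then 40% or more on retest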; further: some results filed as inactive read as strong as hits
ERa coact inh: ERα–SRC-1 coactivator interaction inhibitors, primary screen, biochemical, TR-FRET, ERα LBD, estradiol-bound | TR-FRET ER-alpha LBD / SRC-1 peptide | inhibition, % at 25.6 µM | actives 1.7% (n = 86,000); in the data active means inhibition above about 50%;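 further: 0% = receptor plus peptide control and 100% = peptide only without receptor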
FAK inh: FAK kinase inhibitors, primary screen, biochemical. Focal adhesion kinase 1 (Homo sapiens), Q05397. biochemical FAK kinase activity assay. inhibition, %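 (tested at 7 µM)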. actives 0.84% (n = 97,000); in the data active means inhibition above about 19%;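 further: 0% = DMSO and 100% = reference compound high control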
E coli WT exp: growth inhibitors of wild-type E. coli, primary screen, strain BW25113, expanded library, OD600; OD600 absorbance; actives 0.15% (n = 98,000); growth inhibition, % at 100 µM; AID 710, 2007;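 active means growth inhibition above about 50% at one test dose, limit read from the data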;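 further: growth measured after 20 h incubation at 37 °C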
MT1-MMP txn act: MT1-MMP promoter reporter activation – cell-based, luciferase luminescence, primary screen; HT1080 MT1-MMP promoter luciferase reporter, overnight; hits give high values; activation factor at 10 µM; actives 0.16% (n = 86,000); AID 750, 2007;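 active means activation factor of at least 2 for MT1-MMP transcription at 10 µM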
PLAP act: PLAP enzyme activators, biochemical, luminescence, HTS. Alkaline phosphatase, placental type (Homo sapiens), P05187. purified PLAP enzyme, luminescent substrate read-out; hits give high values. activation fold at 20 µM. actives 1.2% (n = 96,000). AID 696, 2007; in the data active means activation fold above about 2
* marks the source's active call; other numbers are inactive results; [ ] = remark or other dose. Compounds as they come; 5.1% or so of the library scored in one or more.

Results for Cc1ccc(-n2c(SCC(=O)Nc3ccc4c(c3)OCO4)nnc2-c2ccccn2)cc1 ?
Mac1 fbg enh: -4; ERb coact inh: -10; ERa SRC1 pot: 136; CD11b adhes inh: 1; ERa coact inh: -8; FAK inh: -1; E coli WT exp: -6; MT1-MMP txn act: 1.1; PLAP act: 0.9

Results for Cc1c(-c2c(C#N)c(N)nc3c2CCCCCC3)cnn1C ?
Mac1 fbg enh: 3; CD11b adhes inh: 5; FAK inh: 2; E coli WT exp: 3; PLAP act: 0.7

How did CC(C)(C)c1ccc(-c2conc2N)cc1 do in these assays?
ERb coact inh: -13; ERa SRC1 pot: 105; ERa coact inh: -16; FAK inh: 2; E coli WT exp: 16; MT1-MMP txn act: 1

What do the screens show for `CN1CCN(Cc2cccc(Oc3ccc(Cl)cc3)c2)CC1`?
Mac1 fbg enh: -2; ERb coact inh: 5; ERa SRC1 pot: 110; CD11b adhes inh: -8; ERa coact inh: 10[fluorescence artefact?]; FAK inh: -1; E coli WT exp: 9; MT1-MMP txn act: 1.3; PLAP act: 1.3

What do the screens show for `O=C1NCC(CN(c2ccccc2)c2ccccc2)O1` (stereo unspecified)?
Mac1 fbg enh: -4; ERb coact inh: -1[fluorescence artefact?]; ERa SRC1 pot: 110; CD11b adhes inh: 1; ERa coact inh: -4; FAK inh: 4; E coli WT exp: 4; MT1-MMP txn act: 1.2; PLAP act: 0.8

How did Cc1ccc(S(=O)(=O)N2CCOCC2)cc1C(=O)OCC(=O)N1CCc2ccccc2C1 do in these assays?
Mac1 fbg enh: -1; ERb coact inh: 2; ERa SRC1 pot: 166[fluorescence artefact?]; CD11b adhes inh: 18; ERa coact inh: 0; FAK inh: 0; E coli WT exp: -6; MT1-MMP txn act: 1.2; PLAP act: 1.7

How did CC(C)Oc1ccc(OCCNC2CCCC2)cc1 do in these assays?
Mac1 fbg enh: 1; CD11b adhes inh: -2; FAK inh: 0; E coli WT exp: -2; PLAP act: 1.3

How did Cc1cc(C)n(-c2nc3ccccc3nc2Nc2ccc(CC(=O)O)cc2)n1 do in these assays?
Mac1 fbg enh: -4; ERb coact inh: 0; ERa SRC1 pot: 108; CD11b adhes inh: -5; ERa coact inh: 4; FAK inh: -15; E coli WT exp: -4; MT1-MMP txn act: 1; PLAP act: 1.4

What do the screens show for `S=c1[nH]nc(COc2ccc(Cl)cc2)n1C1CCCCC1`?
ERb coact inh: -16; ERa SRC1 pot: 64; ERa coact inh: -9; FAK inh: 0; MT1-MMP txn act: 1.3

What do the screens show for `Cc1nn2c3ccccc3nc2n(Cc2ccccc2)c1=O`?
ERb coact inh: -3[fluorescence artefact?]; ERa SRC1 pot: 108; ERa coact inh: -4; FAK inh: -1; MT1-MMP txn act: 1.3

How did COc1ccc(NC(=O)COc2ccc(CNCCCN3CCOCC3)cc2OC)cc1 do in these assays?
Mac1 fbg enh: -2; CD11b adhes inh: 7; FAK inh: 0; E coli WT exp: 7; PLAP act: 1.2

What do the screens show for `COc1ccc(CC(=O)NC2CCN(Cc3nnnn3C(C)(C)C)CC2)cc1OC`?
Mac1 fbg enh: -2; ERb coact inh: 7[fluorescence artefact?]; ERa SRC1 pot: 119; CD11b adhes inh: 3; ERa coact inh: 6; FAK inh: -1; E coli WT exp: -1; MT1-MMP txn act: 1; PLAP act: 1.5

What do the screens show for `CC1CCC/C(=C\Nc2ccc(O)cc2)C1=O` (stereo unspecified)?
Mac1 fbg enh: -4; ERb coact inh: 20; ERa SRC1 pot: 94; CD11b adhes inh: -3; ERa coact inh: 2; FAK inh: 4; E coli WT exp: -4; MT1-MMP txn act: 1.9; PLAP act: 1

Results for CC1CCc2ccc(F)cc2N1S(=O)(=O)c1cccs1 (stereo unspecified) ?
Mac1 fbg enh: -3; ERb coact inh: -7; ERa SRC1 pot: 105; CD11b adhes inh: 0; ERa coact inh: -6; FAK inh: -3; E coli WT exp: -2; MT1-MMP txn act: 1.3; PLAP act: 0.9

What do the screens show for `O=C(Nc1ccc2snnc2c1)N1CCN(c2ccccc2)CC1`?
Mac1 fbg enh: 0; ERb coact inh: -42[fluorescence artefact?]; ERa SRC1 pot: 627*[fluorescence artefact?]; CD11b adhes inh: 4; ERa coact inh: -21[fluorescence artefact?]; FAK inh: -8; MT1-MMP txn act: 1.2; PLAP act: 0.9

Results for CCN1CCN(CCn2c(=S)[nH]c3ccccc3c2=O)CC1 ?
Mac1 fbg enh: -1; ERb coact inh: -3; ERa SRC1 pot: 101; CD11b adhes inh: 12; ERa coact inh: -11; FAK inh: 1; E coli WT exp: 3; PLAP act: 0.9

How did Fc1ccc(Cn2nnc(-c3ccc(CN4CCOCC4)cc3)n2)cc1 do in these assays?
Mac1 fbg enh: 5; ERb coact inh: -2; ERa SRC1 pot: 95; CD11b adhes inh: -2; ERa coact inh: -3; FAK inh: 3; E coli WT exp: 21; MT1-MMP txn act: 1.1; PLAP act: 1.4

Results for CC(Sc1ccc(Cl)cc1)C(=O)NCc1ccc2c(c1)OCO2 (stereo unspecified) ?
Mac1 fbg enh: -3; ERb coact inh: 17; ERa SRC1 pot: 78; CD11b adhes inh: 36; ERa coact inh: 16; FAK inh: 1; E coli WT exp: 9; PLAP act: 1

How did COCc1cc(C)nc(SCC(=O)Nc2cccc3cccnc23)c1C#N do in these assays?
Mac1 fbg enh: 9; CD11b adhes inh: -7; FAK inh: 5; E coli WT exp: -6; MT1-MMP txn act: 1.1; PLAP act: 1.1

Results for Cc1ccc(OC(=O)c2cccc(S(=O)(=O)N(C)C)c2)c(-n2nc3ccccc3n2)c1 ?
Mac1 fbg enh: -3; CD11b adhes inh: 8; FAK inh: 2; E coli WT exp: -20; PLAP act: 1.2

What do the screens show for `C=CCn1c(Cc2ccc(OC)cc2)nnc1SCc1nc2ccccc2c(=O)[nH]1`?
Mac1 fbg enh: 5; ERb coact inh: -9; ERa SRC1 pot: 92; CD11b adhes inh: 0; ERa coact inh: 2; FAK inh: 1; E coli WT exp: 7; MT1-MMP txn act: 1; PLAP act: 1.3

Results for CCCCn1c(SCC(=O)Nc2nc(C)cs2)nnc1-c1cccnc1 ?
Mac1 fbg enh: 2; ERb coact inh: 1; ERa SRC1 pot: 105; CD11b adhes inh: -1; ERa coact inh: -5; FAK inh: 4; E coli WT exp: 1; MT1-MMP txn act: 1.2; PLAP act: 1.1

Results for O=C(CCS(=O)(=O)Cc1ccccc1)N1CCc2ccccc2C1 ?
Mac1 fbg enh: 0; ERb coact inh: -12; ERa SRC1 pot: 105; CD11b adhes inh: -9; ERa coact inh: -9; FAK inh: 1; E coli WT exp: 8; MT1-MMP txn act: 1.1; PLAP act: 0.8

How did O=C(CSc1nc2ccccc2[nH]1)NC1CCS(=O)(=O)C1 (stereo unspecified) do in these assays?
Mac1 fbg enh: -4; CD11b adhes inh: -27; FAK inh: -1; E coli WT exp: 6; PLAP act: 1

As a short view, 3 of the compounds above.
Results for CCCCn1c(SCC(=O)Nc2nc(C)cs2)nnc1-c1cccnc1 ?
Mac1 fbg enh: 2; ERb coact inh: 1; ERa SRC1 pot: 105; CD11b adhes inh: -1; ERa coact inh: -5; FAK inh: 4; E coli WT exp: 1; MT1-MMP txn act: 1.2; PLAP act: 1.1

Results for O=C(CCS(=O)(=O)Cc1ccccc1)N1CCc2ccccc2C1 ?
Mac1 fbg enh: 0; ERb coact inh: -12; ERa SRC1 pot: 105; CD11b adhes inh: -9; ERa coact inh: -9; FAK inh: 1; E coli WT exp: 8; MT1-MMP txn act: 1.1; PLAP act: 0.8

How did O=C(CSc1nc2ccccc2[nH]1)NC1CCS(=O)(=O)C1 (stereo unspecified) do in these assays?
Mac1 fbg enh: -4; CD11b adhes inh: -27; FAK inh: -1; E coli WT exp: 6; PLAP act: 1

(continued)
Results for CC(C)C(=O)Nc1nnc(CCc2nnc(NC(=O)C(C)C)s2)s1 ?
ERb coact inh: 21; ERa SRC1 pot: 105; ERa coact inh: 1; FAK inh: 6; E coli WT exp: 2; MT1-MMP txn act: 1

What do the screens show for `COc1cccc(S(=O)(=O)Nc2cccc(C(=O)N3CCOCC3)c2)c1`?
ERb coact inh: 2; ERa SRC1 pot: 103; ERa coact inh: -15; FAK inh: 7; MT1-MMP txn act: 1

What do the screens show for `CCOc1ccc(CN(Cc2ccco2)C(c2cccs2)c2nnnn2C(C)(C)C)cc1` (stereo unspecified)?
Mac1 fbg enh: 7; ERb coact inh: -12[fluorescence artefact?]; ERa SRC1 pot: 92; CD11b adhes inh: 12; ERa coact inh: -6; FAK inh: -6; E coli WT exp: -12; MT1-MMP txn act: 1.2; PLAP act: 1.3

Results for CC(=N\Nc1ccccc1)/C(=N/O)C(=O)Nc1ccccc1 ?
Mac1 fbg enh: -5; CD11b adhes inh: 4; FAK inh: -3; E coli WT exp: -9; PLAP act: 0.9

How did Cc1cc(=O)n2nc(N3CCCC(C(=O)NCCC4=CCCCC4)C3)sc2n1 (stereo unspecified) do in these assays?
Mac1 fbg enh: 0; ERb coact inh: 0; ERa SRC1 pot: 97[fluorescence artefact?]; CD11b adhes inh: -23; ERa coact inh: -4; E coli WT exp: -3; MT1-MMP txn act: 1.3; PLAP act: 1.7

What do the screens show for `CC(C)(C)n1nc(-c2ccc(F)cc2)c2c(N)ncnc21`?
Mac1 fbg enh: 2; CD11b adhes inh: -16; FAK inh: 32*; E coli WT exp: -3; PLAP act: 1

What do the screens show for `CCCCn1c(SCC(=O)Nc2sc3c(c2C(N)=O)CCC3)nnc1-c1ccccc1`?
ERb coact inh: -5; ERa SRC1 pot: 91; ERa coact inh: 0; FAK inh: 4

Results for O=C(O)CCc1ccc(-c2cccs2)n1Cc1ccco1 ?
Mac1 fbg enh: 1; ERb coact inh: 30; ERa SRC1 pot: 89[fluorescence artefact?]; CD11b adhes inh: 19; ERa coact inh: 20; FAK inh: -4; E coli WT exp: -1; MT1-MMP txn act: 1.1; PLAP act: 1.2

How did Cc1nc([N+](=O)[O-])c(N2CCN(Cc3ccccc3)CC2)n1Cc1ccccc1 do in these assays?
Mac1 fbg enh: -5; ERb coact inh: -6; ERa SRC1 pot: 103; CD11b adhes inh: -42; ERa coact inh: 2; FAK inh: -2; E coli WT exp: 6; PLAP act: 1.5

What do the screens show for `O=C(CSc1nc2ccccc2c(=O)n1Cc1ccccc1)NCc1ccco1`?
ERb coact inh: -8; ERa SRC1 pot: 148[fluorescence artefact?]; ERa coact inh: 1; FAK inh: 6; E coli WT exp: -1; MT1-MMP txn act: 1.1; PLAP act: 1

What do the screens show for `CCOC(=O)c1nnn(-c2nonc2N)c1COc1ccc(F)cc1`?
Mac1 fbg enh: 0; ERb coact inh: 1[fluorescence artefact?]; ERa SRC1 pot: 86; CD11b adhes inh: -7; ERa coact inh: -4; FAK inh: 0; E coli WT exp: -1; MT1-MMP txn act: 1; PLAP act: 0.8

How did O=C(O)C1CC(=O)N(c2ccc(F)c(F)c2)C1 (stereo unspecified) do in these assays?
Mac1 fbg enh: 2; ERb coact inh: -33; ERa SRC1 pot: 116; CD11b adhes inh: -34; ERa coact inh: -31; FAK inh: 2; E coli WT exp: 4; MT1-MMP txn act: 1.1; PLAP act: 0.9

How did Cn1nnnc1SCC(=O)Nc1ccccc1C(=O)NCc1ccccc1 do in these assays?
ERb coact inh: 6; ERa SRC1 pot: 104; ERa coact inh: 3; FAK inh: -3; E coli WT exp: -9; MT1-MMP txn act: 1.1; PLAP act: 1.2
